TRPC4 agonist = TRPC4 (mouse) channel activation. actives 0.49% (n = 310,000). HEK293 TRPC4beta/mu-opioid, Fluo4 calcium fluorescence; active compounds read high. Q9QUQ5. B-score at 10 µM;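 active means B-score above 5 SD of library B-scores, and initial fluorescence ratio not above library mean plus 5 SD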;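 further: positive B-score marks a calcium rise read as TRPC4 activation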
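Technique: kinetic Fluo4 calcium fluorescence; Test system: TRPC4beta and mu-opioid receptor HEK293 stable cells; Measure: B-scored integrated calcium fluorescence ratio; Benchmarks: low control buffer alone, high control maximal DAMGO; Schedule: 45 min room-temperature Fluo4 loading, 110 s read.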
KCNK9 inh = blocks the human KCNK9 two-pore domain potassium channel | B-score at 10 µM | actives 1.2% (n = 310,000) | HEK293 KCNK9, FluxOR thallium flux fluorescence; active compounds read low;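 active means ratio B-score over 3 SD below the library mean, with starting fluorescence within 5 SD of its mean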;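 further: negative B-score means less thallium flux so channel inhibition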
Target sequence (Q9NPC2 whole entry, looked up, the tested form may be a part): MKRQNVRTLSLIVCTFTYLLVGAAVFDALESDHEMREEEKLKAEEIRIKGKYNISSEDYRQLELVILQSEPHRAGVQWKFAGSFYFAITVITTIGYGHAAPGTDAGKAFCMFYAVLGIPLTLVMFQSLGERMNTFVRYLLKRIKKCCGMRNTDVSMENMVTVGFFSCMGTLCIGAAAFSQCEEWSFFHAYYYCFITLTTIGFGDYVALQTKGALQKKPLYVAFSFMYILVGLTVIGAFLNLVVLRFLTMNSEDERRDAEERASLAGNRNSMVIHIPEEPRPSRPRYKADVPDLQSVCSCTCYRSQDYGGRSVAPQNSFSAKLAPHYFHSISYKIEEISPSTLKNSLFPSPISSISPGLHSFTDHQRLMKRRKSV
KCNQ1 inh = blocks the human KCNQ1 potassium channel. P51787. CHO-K1 KCNQ1, FluxOR thallium flux fluorescence; active compounds read high. B-score at 10 µM. actives 1.3% (n = 310,000). AID 2642;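 active means compounds whose thallium flux B-score, printed positive for inhibition, exceeds three library SD while starting fluorescence stays within three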;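 further: channel opened by potassium depolarization with thallium stimulus after 20 min compound exposure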
Target sequence (P51787 whole entry, looked up): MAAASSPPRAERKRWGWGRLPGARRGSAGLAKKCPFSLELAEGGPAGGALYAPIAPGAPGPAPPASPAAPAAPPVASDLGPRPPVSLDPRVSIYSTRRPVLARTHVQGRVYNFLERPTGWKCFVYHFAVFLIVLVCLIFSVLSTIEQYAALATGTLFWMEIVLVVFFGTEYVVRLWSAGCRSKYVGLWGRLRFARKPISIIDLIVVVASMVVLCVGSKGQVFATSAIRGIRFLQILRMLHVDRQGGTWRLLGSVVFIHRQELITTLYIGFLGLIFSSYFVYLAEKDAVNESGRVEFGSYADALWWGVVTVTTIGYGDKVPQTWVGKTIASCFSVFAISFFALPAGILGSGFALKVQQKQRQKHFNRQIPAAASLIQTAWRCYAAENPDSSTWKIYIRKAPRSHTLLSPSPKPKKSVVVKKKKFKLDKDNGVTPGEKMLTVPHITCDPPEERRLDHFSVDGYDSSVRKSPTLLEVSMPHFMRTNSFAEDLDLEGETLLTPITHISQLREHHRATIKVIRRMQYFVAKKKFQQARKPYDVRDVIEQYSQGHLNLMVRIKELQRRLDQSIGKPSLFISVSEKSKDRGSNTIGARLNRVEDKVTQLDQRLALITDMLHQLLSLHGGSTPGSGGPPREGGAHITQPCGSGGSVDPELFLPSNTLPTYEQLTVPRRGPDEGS
KCNQ1 pot = potentiates or activates the human KCNQ1 potassium channel | AID 2648 | actives 0.35% (n = 310,000) | CHO-K1 KCNQ1, thallium flux FluxOR fluorescence; active compounds read high | P51787 | B-score at 10 µM;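 active means fluorescence ratio B-score, a plate-corrected score, at least three library SD, with initial intensity B-score within 5 SD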
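Assay system: stable KCNQ1 CHO-K1 line; medium: assay buffer, equal DMSO in all wells; timing: 90 min dye loading and 20 min compound exposure, both at room temperature; technique: kinetic FluxOR thallium fluorescence, 10-s 1-Hz baseline, 110-s post-stimulus read; read-out basis: B score of baseline-normalized fluorescence ratio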
HDAC3 inh = inhibitors of human histone deacetylase 3; recombinant HDAC3, fluorogenic peptide/trypsin coupled, fluorescence; inhibition, % at 8.3 µM; actives 0.15% (n = 320,000); in the data active means inhibition above about 26%, passing the limit was not always enough; inconclusive means no clear call, values can overlap the other calls
hERG rescue = compounds protecting human hERG from proarrhythmic drug block | Q12809 | activation (rescue from dofetilide block), less the hit threshold, % at 10 µM | actives 0.51% (n = 310,000) | CHO-hERG, FluxOR thallium flux, dofetilide IC70 present;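 active means activation above the mean of controls blocked by dofetilide plus 5 SD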;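 further: thallium influx through hERG after potassium depolarization seen as dye fluorescence rise; in these data hits start at about 4.7%; inactives centre near -7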
Dyrk1A ADPGlo = Dyrk1A (rat) kinase inhibition | Q63470 | ADP-Glo luminescence, NFATc1 peptide | inhibition, % at 12.5 µM | actives 0.43% (n = 310,000); in the data active means inhibition above about 50%;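 further: plate controls were vehicle with enzyme for no effect and no enzyme for full effect; many of its hits are not listed in these tables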
TMEM16A act = activates or potentiates the mouse TMEM16A chloride channel. Q8BHY3. B-score at 10 µM. HEK293 TMEM16A/YFP-H148Q/I152L, iodide quench fluorescence; active compounds read low. actives 0.3% (n = 340,000);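 active means fluorescence-ratio B-score plate-corrected deviation score at least 3 library SD below zero, with starting fluorescence score within 5 deviations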;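 further: channel opened by trigger with iodide after compound preincubation; score built on the fluorescence ratio of max minus min over baseline; more negative score means more quench and so TMEM16A activation or potentiation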
ANO1 block = inhibitors of mouse TMEM16A calcium-activated chloride channel | HEK293 TMEM16A/YFP iodide influx fluorescence, ionomycin | normalized B-score (activity score, 25-100; higher = stronger inhibition) at 10 µM | actives 1.2% (n = 310,000);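 active means ratio plate-corrected score three or more library SD toward inhibition, starting fluorescence score within five deviations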;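 further: score derived from kinetic fluorescence span divided by baseline fluorescence per well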
KCNK3 block = human KCNK3 channel inhibition, primary screen; O14649; CHO-KCNK3 thallium flux, FluxOR fluorescence; active compounds read low; B-score at 10 µM; actives 0.84% (n = 340,000);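 active means B-score under library mean minus 4 SD, starting fluorescence ratio at most library mean plus 5 SD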;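 further: more negative B-score means stronger inhibition of thallium flux through KCNK3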
TRPC4 potent = allosteric potentiators of mouse TRPC4 channel. AID 2227. HEK293 TRPC4beta/mu-opioid, DAMGO EC20, Fluo-4 Ca2+ flux; active compounds read high. actives 0.42% (n = 310,000). Q9QUQ5. B-score at 10 µM;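 active means B-score of calcium response area above 5 SD of library B-scores, with initial fluorescence ratio within 5 SD of library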;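 further: B-score of integrated fluorescence ratio over time as area under calcium response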
Starred values were filed as active, the others as inactive; i = inactive; ? = inconclusive; . = not tested or not shown. Some of the compounds tested; count on the stated rates, not on these rows.

SMILES	TRPC4 agonist	KCNK9 inh	KCNQ1 inh	KCNQ1 pot	HDAC3 inh	hERG rescue	Dyrk1A ADPGlo	TMEM16A act	ANO1 block	KCNK3 block	TRPC4 potent
Cc1ccc(S(=O)(=O)C(CCC(=O)c2ccc(Cl)cc2)C(N)=O)cc1 (configuration not stated)	i	i	i	i	5	-9	-2	i	i	i	i
O=C(Nc1nnc(CCc2ccccc2)s1)c1cccc(F)c1	i	i	i	i	2	-3	2	i	i	i	i
O=C(COc1ccccc1Cl)Nc1ccc(N2CCCC2)cc1	i	i	i	i	4	-5	-1	i	i	i	i
O=C(CN1C(=O)NC2(CCCC2)C1=O)Nc1ccccc1-c1ccccc1	i	i	i	i	4	-18	-3	i	i	i	i
S=C(Nc1ccccc1)N1CCC(C2CCN(C(=S)Nc3ccccc3)CC2)CC1	i	i	i	i	-6	-8	.	.	i	.	i
CCN1C(=NCCCCO)N[C@@H](c2cccc(C(F)(F)F)c2)C(C(=O)OC)=C1C	i	i	i	i	0	-5	0	i	i	i	i
CC(=O)c1c(C)[nH]c(C(=O)NCc2ccc(C)cc2)c1C	i	i	i	i	3	-3	5	i	i	i	i
O=C(COC(=O)CNS(=O)(=O)c1c(Cl)cccc1Cl)Nc1cccnc1Cl	i	i	i	i	0	-13	-1	i	i	i	i
CCOC(=O)N1CCC(NC(=O)C(Cc2ccccc2)NC(=O)C2CCCCC2)CC1 (configuration not stated)	i	i	i	i	-10	-9	4	i	i	i	i
COc1ccc(Cc2noc(CN(C)C3CC(C)(C)NC(C)(C)C3)n2)cc1OC	i	i	i	i	-3	-17	-1	i	i	i	i
N#C/C(=C\c1cccs1)C(=O)NCc1ccco1	i	i	i	i	9	-8	0	i	i	i	i
Cc1cccc(C)c1N(CC(=O)NCc1ccco1)C(=O)CNS(=O)(=O)c1ccc(F)cc1	i	i	i	i	3	-7	-4	i	i	i	i
COc1c(C)cc(C(=O)C2CCCN(S(=O)(=O)c3c(C)noc3C)C2)cc1C (configuration not stated)	i	i	i	i	-1	-9	-1	i	i	i	i
CN(C)C=Nc1ccc(Cl)c(Cl)c1	i	i	i	i	-6	-2	3	i	i	i	i
O=C(Nc1ccc(S(=O)(=O)N2CCCCC2)cc1)C1CC(=O)N(c2ccccc2)C1 (configuration not stated)	i	i	i	i	-3	-4	0	i	i	i	i
O=C(c1ccc(Cl)cc1)c1c[nH]cc1-c1ccccc1	i	i	i	i	10	-5	0	i	i	i	i
CCCCNC(=S)NNC(=O)c1cc(C2CC2)nc2ccccc12	i	i	i	i	-3	-13	2	i	i	i	i
CCN(CC)c1ccc(C2NCC(c3ccc([N+](=O)[O-])cc3)O2)cc1 (configuration not stated)	i	i	i	i	4	-1	-2	i	i	i	i
CCc1cccc(C)c1NC(=O)c1cccc(N(C)C)c1	i	i	i	i	-6	-14	6	i	i	i	i
CCOc1ccc(CN(C)c2nc(-c3cccnc3)nc3ccccc23)cc1OC	i	i	i	i	-1	-7	19	i	i	-16*	i
Cc1ccc(OCCOCCNC(C)C)c(Br)c1	i	i	i	i	-1	-6	-3	i	i	i	i
COc1ccc(-n2nc([N+](=O)[O-])c(=NCCc3cccc(C)c3)n2O)cc1	i	i	i	i	10	-7	-4	i	i	i	i
CCN(c1cccc(C)c1)C1C(=O)c2ccccc2N1C(C)=O (configuration not stated)	i	i	i	i	-14	-1	.	i	i	i	i
O=C1CC(c2ccco2)Sc2nc3ccccc3n21 (configuration not stated)	i	i	i	i	-1	-8	8	i	i	i	i
COc1ccc(CN(C)CC(=O)NC(=O)NCc2ccccc2)c(OC)c1	i	i	i	i	0	-5	2	i	i	i	i

Later entries
SMILES	TRPC4 agonist	KCNK9 inh	KCNQ1 inh	KCNQ1 pot	HDAC3 inh	hERG rescue	Dyrk1A ADPGlo	TMEM16A act	ANO1 block	KCNK3 block	TRPC4 potent
CC(C)CC1c2[nH]c3ccccc3c2CCN1C(=O)c1cnccn1 (configuration not stated)	i	i	i	i	-1	-1	.	.	i	.	i
O=C(CSc1nnc(COc2ccc(Cl)cc2)o1)OC1CCCCC1	i	i	i	i	-3	-7	-3	i	i	i	i
COC(=O)c1cn(-c2ccccc2)nc1-c1ccncc1	i	i	i	i	0	-2	2	i	i	i	i
COc1ccc(CC(=O)N[C@@H](C)C(=O)N2CCC3(CC2)NCCc2[nH]cnc23)cc1	i	i	i	i	-2	-3	-4	i	i	i	i
CSCCC(NS(=O)(=O)c1ccccc1)C(=O)OCc1nc2ccsc2c(=O)[nH]1 (configuration not stated)	i	i	i	i	5	-14	22	i	i	i	i
CCOC(=O)c1ccc(CSc2nnc(N)s2)cc1	i	i	i	i	2	-13	5	i	i	i	i
Cc1cc(C)nc(NS(=O)(=O)c2ccc(NC(=O)c3ccccc3[N+](=O)[O-])cc2)n1	i	i	i	i	6	-2	-9	i	i	i	i
CCCn1nnc(NC(=O)c2ccc(-c3ccccc3)cc2)n1	i	i	i	i	-6	-7	-2	i	i	i	i
CCC1CCCCN1CCCNC(=O)Cn1nc(-c2ccccc2)ccc1=O (configuration not stated)	i	i	i	i	-3	-7	4	i	i	i	i
Cc1ccc2c(CC(=O)OCc3csc(C)n3)coc2c1	i	i	i	i	2	1	4	i	i	i	i
O=C(O)CSc1c2c(nc3cc(C(=O)N4CCCC4)ccc13)CCCC2	i	i	i	i	3	-2	3	i	i	i	i
CCNc1nc(-c2ccc(Cl)cc2)cs1	i	i	i	i	2	-10	-27	i	i	i	i
Cc1cc(NCCCn2ccnc2)n2nc(-c3ccc(F)cc3)cc2n1	i	i	i	i	0	-6	5	i	i	i	i
Cc1cc(-c2nc3cccnc3s2)ccc1NS(=O)(=O)c1cccs1	i	i	i	i	-157	-6	-2	i	i	i	i
Cc1sc2nc(CN3CCOCC3)nc(Oc3ccc(NC(=O)c4ccco4)cc3)c2c1C	i	i	i	i	-2	-14	-3	i	i	i	i
Cc1cccc(NC(=O)CSc2nnc(CCNC(=O)OC(C)(C)C)o2)c1C	i	i	i	i	7	-1	.	i	i	i	i
CC(C)C(=O)NC(c1ccc(N(C)C)cc1)c1c(O)ccc2ccccc12 (configuration not stated)	i	i	i	i	3	-12	11	i	i	i	i
CCN1CCSc2ccc(C(=O)NCc3ccccc3Br)cc21	i	i	i	i	-31	-15	-1	i	i	-9.7*	i
O=C1c2ccccc2-c2onc3c(N4CCN(CCO)CC4)cc(N4CCN(C(=O)c5ccco5)CC4)c1c23	i	i	i	i	3	-22	2	i	i	i	i
Cc1cc(C)cc(NC(=O)Nc2c(Br)cnn2C)c1	i	i	i	i	-5	-3	2	i	i	i	i
CC(C)C(OC(=O)CN1C(=O)c2ccccc2C1=O)C(=O)NC1CCCCC1 (configuration not stated)	i	i	i	i	-7	0	-2	i	i	i	i
CCOc1nc2ccccc2nc1NS(=O)(=O)c1ccc(Cl)cc1	i	i	i	i	10	-10	-4	i	i	i	i
Cc1ccc(C(=O)OCC(=O)NC(=O)c2ccccc2)o1	i	i	i	i	-1	-12	-1	i	i	i	i
CC1CCN(C(=O)CSc2nc(N)cc(N)n2)CC1	i	i	i	i	-7	-10	-7	i	i	i	i
Cc1cc2oc(=O)ccc2cc1[N+](=O)[O-]	i	i	i	i	-10	-6	1	i	i	i	i

(cont.)
SMILES	TRPC4 agonist	KCNK9 inh	KCNQ1 inh	KCNQ1 pot	HDAC3 inh	hERG rescue	Dyrk1A ADPGlo	TMEM16A act	ANO1 block	KCNK3 block	TRPC4 potent
Cc1cc(=O)n2c(C(=O)Nc3ccc(C)c(C)c3)c(C(=O)Nc3ccccc3)sc2n1	i	i	i	i	-5	-23	0	i	i	i	i
Cc1ccc2[nH]c3c(c2c1)CCc1cn[nH]c1-3	i	i	i	i	6	-5	40	i	i	i	i
COc1ccc2c(c1)C(=O)CC(c1ccccc1F)O2 (configuration not stated)	.	.	.	.	1	.	0	i	i	i	.
O=C(CN1CCCCCC1)NCCN1C(=O)S/C(=C\c2ccccc2Cl)C1=O	i	i	i	i	.	-6	-5	i	i	i	i
COc1cc2c(cc1OC)CN(C(=O)CNS(=O)(=O)c1ccc(C)c(C)c1)CC2	i	i	i	i	?	-3	-2	i	i	i	i
CC(=O)OCc1cc(=O)n(C)c(=O)n1C	i	i	i	i	1	-7	8	i	i	i	i
Cc1ccc(CCNC(=O)Cn2ccc3cc(S(=O)(=O)N4CCCC4)ccc32)cc1	i	i	i	i	0	-10	-3	i	i	i	i
O=C(CN1CCN(c2ccc(F)cc2)CC1)Nc1ccc(S(=O)(=O)N2CCOCC2)cc1	i	i	i	i	-6	-11	-3	i	i	i	i
CCS(=O)(=O)c1nc2ccccc2n1Cc1ccccn1	i	i	i	i	0	-9	.	i	i	i	i
CC(=O)c1ccc(NC(=S)NC(C)c2ccc(Cl)cc2Cl)cc1 (configuration not stated)	i	i	i	i	0	-6	7	i	100*	i	i
O=C(COc1ccc(Cl)cc1)NCc1cn2cc(Cl)ccc2n1	i	i	i	i	-4	-7	7	i	i	i	i
CCCNC(=O)c1cnc(Sc2ncc(C(F)(F)F)cc2Cl)n1C	i	i	i	i	-4	-3	-3	i	i	i	i
O=C(CSc1ccc(-c2ccncc2)nn1)N1CCCC1	i	i	i	i	-1	-8	-3	i	i	i	i
CCSc1nnc(Cn2c(=O)sc3ccccc32)n1C	i	i	i	i	2	-7	11	i	i	i	i
CC(C)Sc1nc2ccc(N3C(=O)C4CCCCC4C3=O)cc2s1 (configuration not stated)	i	i	i	i	2	-11	0	i	i	i	i

Full records as entered above. Screens in order: TRPC4 agonist	KCNK9 inh	KCNQ1 inh	KCNQ1 pot	HDAC3 inh	hERG rescue	Dyrk1A ADPGlo	TMEM16A act	ANO1 block	KCNK3 block	TRPC4 potent
`O=C(CN1CCCCCC1)NCCN1C(=O)S/C(=C\c2ccccc2Cl)C1=O` in the list: i	i	i	i	.	-6	-5	i	i	i	i
`COc1cc2c(cc1OC)CN(C(=O)CNS(=O)(=O)c1ccc(C)c(C)c1)CC2` in the list: i	i	i	i	?	-3	-2	i	i	i	i

Structures from the list above with bromine (three):
SMILES	TRPC4 agonist	KCNK9 inh	KCNQ1 inh	KCNQ1 pot	HDAC3 inh	hERG rescue	Dyrk1A ADPGlo	TMEM16A act	ANO1 block	KCNK3 block	TRPC4 potent
Cc1ccc(OCCOCCNC(C)C)c(Br)c1	i	i	i	i	-1	-6	-3	i	i	i	i
CCN1CCSc2ccc(C(=O)NCc3ccccc3Br)cc21	i	i	i	i	-31	-15	-1	i	i	-9.7*	i
Cc1cc(C)cc(NC(=O)Nc2c(Br)cnn2C)c1	i	i	i	i	-5	-3	2	i	i	i	i

Screening data (PubChem BioAssay)
